Screens as filed in PubChem BioAssay.
CHO-K1 Ca PAM = M1 PAM counterscreen hit in parental CHO-K1 cells; ATP EC20, Fluo-8 calcium fluorescence; 0% at ATP EC20, 100% at ATP max; activation, % at 3 µM; 360,000 compounds, 0.02% hits; AID 602247;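 active = activation above the run cutoff, the mean activation of all test compounds plus 3 SD, cut at about 40% in these data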;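 note: peak over basal fluorescence ratio in a 140 s read after ATP addition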
TAAR1 antagonist = human TAAR1 antagonism; CHO RD-HGA16 TAAR1, Fluo-8 calcium fluorescence, antagonist; inhibition, % at 3 µM; Q96RJ0; AID 624466; 360,000 compounds, 1.5% hits;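 active = inhibition above a per-plate cutoff, the mean inhibition of test compounds on that plate plus 3 SD, cut at about 49% in these data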;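 note: 0% = DMSO plus EC80 beta-PEA response and 100% = DMSO alone without agonist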
Target sequence (Q96RJ0 whole entry, looked up): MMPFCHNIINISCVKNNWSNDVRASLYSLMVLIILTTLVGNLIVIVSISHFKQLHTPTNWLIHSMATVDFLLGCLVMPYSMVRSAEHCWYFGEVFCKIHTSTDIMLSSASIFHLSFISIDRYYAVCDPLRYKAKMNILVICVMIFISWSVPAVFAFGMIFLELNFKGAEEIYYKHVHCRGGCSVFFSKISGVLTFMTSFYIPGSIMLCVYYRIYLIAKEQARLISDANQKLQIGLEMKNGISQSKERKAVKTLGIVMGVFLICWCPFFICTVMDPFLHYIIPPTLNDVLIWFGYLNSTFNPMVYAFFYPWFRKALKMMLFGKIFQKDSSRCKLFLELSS
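Test system: CHO RD-HGA16 cells bearing hTAAR1 | Reagent: β-PEA, EC80 | Compound dosing: 3 µM, single point | Schedule: Dye loading 75 min at 37 °C, then 30 min room temperature | Signal: Calcium fluorescence with Fluo-8 | Evaluation: Percent inhibition of PEA-evoked calcium signal, max/basal emission ratio | Control set: DMSO-only wells and EC80 β-PEA-stimulated wells | Repeats: Singlicate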
GPR7 antagonist = blocks human GPR7 receptor signaling; P48145; GPR7-expressing cells, fluorescence antagonist assay; inhibition, % at 4.4 µM; 290,000 compounds, 1.1% hits; AID 1861; in the data active = inhibition above about 16%, passing the limit was not always enough;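 note: cells stimulated with the agonist NPW; 0% = agonist with vehicle and 100% = vehicle without agonist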
Target sequence (P48145 whole entry, looked up): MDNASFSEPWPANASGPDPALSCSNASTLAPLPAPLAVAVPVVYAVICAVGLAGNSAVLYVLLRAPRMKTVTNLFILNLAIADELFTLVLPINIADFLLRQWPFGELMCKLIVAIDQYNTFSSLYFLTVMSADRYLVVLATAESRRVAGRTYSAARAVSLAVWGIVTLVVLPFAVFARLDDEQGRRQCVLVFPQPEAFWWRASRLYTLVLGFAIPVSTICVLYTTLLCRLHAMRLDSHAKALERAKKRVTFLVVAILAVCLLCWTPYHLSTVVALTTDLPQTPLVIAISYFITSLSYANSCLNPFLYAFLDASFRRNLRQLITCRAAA
CHO-K1 Ca ag = M1 agonist counterscreen hit in parental CHO-K1 cells; 360,000 compounds, 0.48% hits; activation, % at 3 µM; Fluo-8 calcium fluorescence; scaled to maximal ATP response, vehicle zero; in the data active = activation above about 15%;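 note: untransfected CHO-K1 host cells lacking M1 receptor as counterscreen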
V1R ag counter = V1a receptor agonism, counter-screen for OXTR agonists. activation, % at 3 µM. CHO-V1R cells, Fluo-8 calcium fluorescence, agonist mode; 0% DMSO, 100% 3 nM vasopressin. 320,000 compounds, 0.25% hits. P37288;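 active = activation above the mean activation of all tested compounds plus 3 SD, per screening run, cut at about 20% in these data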;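 note: signal is peak over basal fluorescence ratio across a 100 second FLIPR read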
Target sequence (P37288 whole entry, looked up): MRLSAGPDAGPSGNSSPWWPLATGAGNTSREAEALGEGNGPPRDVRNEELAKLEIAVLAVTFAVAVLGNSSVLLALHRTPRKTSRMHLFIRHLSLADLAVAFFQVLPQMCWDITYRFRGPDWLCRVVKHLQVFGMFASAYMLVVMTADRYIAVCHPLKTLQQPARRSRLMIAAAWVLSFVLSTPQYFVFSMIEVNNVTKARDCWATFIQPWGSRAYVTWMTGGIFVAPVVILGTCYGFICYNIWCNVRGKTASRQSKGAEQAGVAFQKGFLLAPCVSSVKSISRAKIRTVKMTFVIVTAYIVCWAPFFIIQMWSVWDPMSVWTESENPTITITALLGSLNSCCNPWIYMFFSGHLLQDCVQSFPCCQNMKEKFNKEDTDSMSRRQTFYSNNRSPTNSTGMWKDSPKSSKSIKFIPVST
OXTR potentiate = potentiators of human oxytocin receptor; P30559; CHO-OTR cells, Fluo-8 calcium fluorescence, potentiator mode; 0% = oxytocin EC15, 100% = EC100; activation, % at 3 µM; 320,000 compounds, 0.061% hits;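 active = activation above that plate's cutoff, the mean activation of tested compounds plus 3 SD, cut at about 6.6% in these data, passing the limit was not always enough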;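 note: 100% uses oxytocin at 75 nM as the full agonist control; some results filed as inactive read as strong as hits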
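Assay system: CHO cell line stably expressing human OTR. Reagent: EC15 oxytocin agonist. Dosing: single dose, 3.0 µM nominal final compound concentration. Timing: compound 6 min at room temperature before oxytocin, 100 s read. Signal: kinetic Fluo-8 calcium fluorescence. Controls: oxytocin EC15 low and EC100 high.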
CHO parental Ca = counter-screen for OX1R antagonists: effect in parental CHO cells; AID 463079; inhibition, % at 5.6 µM; parental CHO-K1, ATP-induced calcium, Fluo-8 fluorescence; 330,000 compounds, 0.63% hits;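 active = inhibition above that plate's mean sample inhibition plus 3 SD, cut at about 26% in these data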;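 note: 0% = ATP-challenged DMSO wells and 100% = DMSO wells without ATP; some compounds past the cut are filed as inactive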
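Test system: untransfected parental CHO cell line; also added: ATP stimulus; dosing: 5.6 µM, single dose; signal: calcium-sensitive Fluo-8 fluorescence; measure: percent inhibition of ATP-evoked calcium rise, normalized to controls; benchmarks: low control ATP plus DMSO, high control DMSO only; replication: one well per compound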
CHO-K1 Ca antag = counter-screen for M1 antagonists: effect in parental CHO-K1 cells | 360,000 compounds, 0.6% hits | inhibition, % at 3 µM | ATP-induced calcium, Fluo-8 fluorescence;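 active = inhibition above a per-plate cutoff, the plate's mean sample inhibition plus 3 SD, cut at about 24% in these data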;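 note: 0% = DMSO plus EC80 ATP and 100% = DMSO alone without ATP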
OXTR ag = agonists of human oxytocin receptor | P30559 | CHO-OTR cells, Fluo-8 calcium fluorescence; normalized: DMSO 0%, oxytocin 100% | activation, % at 3 µM | 320,000 compounds, 0.32% hits;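 active = activation above the mean of all tested compounds plus 3 SD, cutoff set per screening run, cut at about 20% in these data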;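 note: peak over basal fluorescence ratio from a 100 s FLIPR kinetic read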
Starred values were filed as active, the others as inactive; . = not tested or not shown; & = joins results of further samples. This is a random part of the collection; overall some 3.5% were active at least once.

SMILES | CHO-K1 Ca PAM | TAAR1 antagonist | GPR7 antagonist | CHO-K1 Ca ag | V1R ag counter | OXTR potentiate | CHO parental Ca | CHO-K1 Ca antag | OXTR ag
CC1CN(C(=O)CCC(=O)NCc2ccccn2)c2ccccc2O1 (stereo not drawn) | 27.4 | -17.5 | -2.1 | 1.2 | 0.6 | -3.6 | 2.0 | -13.5 | 1.6
Cc1ccc(S(=O)(=O)NC2CCCC2)cc1C | 1.9 | 16.4 | 1.6 | 0.0 | -2.2 | -6.9 | -0.5 | 1.1 | -1.5
CCC(C)(C)c1ccc(OCCCC[n+]2ccccc2)c(C(C)(C)CC)c1 | 29.2 | -3.4 | 0.5 | 7.4 | 19.5 | -10.0 | 4.7 | -16.3 | 4.9
O=C(CO/N=C/c1ccccc1)N1c2ccccc2Oc2ccccc21 | 22.4 | 23.3 | -6.1 | 0.2 | 5.0 | -12.0 | -13.7 | -14.5 | -2.0
Cc1cc(C)c2c(=O)cc(C(F)(F)F)oc2n1 | 4.2 | -21.1 | -1.1 | -0.3 | 0.1 | -6.6 | -5.3 | -9.1 | 0.8
CCn1c(=O)c2sccc2n(Cc2cccc(C)c2)c1=O | -1.9 | -39.5 | -17.3 | -0.2 | -0.1 | 4.9 | -11.0 | 3.8 | -1.6
CC1CCC2(CC1)NC(=O)N(NC(=O)CCc1c[nH]c3ccccc13)C2=O (stereo not drawn) | -9.2 | 3.9 | . | 0.1 | . | . | . | 9.3 | .
CCN(CC)C(=O)c1csc(Nc2ccc(C)cc2)n1 | -7.2 | -8.1 | -7.7 | -0.1 | -0.7 | -3.4 | -19.3 | 11.5 | -1.5
O=C1C(Cc2ccccc2)Nc2ncnc(N3CCN(c4ccccc4)CC3)c2N1Cc1ccc(Br)cc1 (stereo not drawn) | 5.6&5.0 | -3.0 | . | -0.6&0.1 | 1.0 | -3.2 | -25.0 | -11.3&5.7 | 0.8
Cc1ccc(NC(=O)CN2CCCCC2)c2c1CC(C)(C)O2 | 21.6 | 0.0 | -11.9 | 2.7 | -0.7 | -1.6 | -9.9 | -1.9 | -1.9
CCN(C1CCCCC1)S(=O)(=O)CCNC(=O)c1ccc2c(c1)OCO2 | -13.0 | -16.0 | . | 2.0 | 0.7 | -8.9 | -14.6 | 5.8 | 0.8
Cc1nccc(-c2cc(-c3ccc(Cl)cc3Cl)no2)n1 | 14.8 | -51.2 | -8.1 | 5.2 | 1.4 | -6.7 | -7.5 | -5.0 | -2.4

Next part, starting with the last 5 of the part before.
SMILES | CHO-K1 Ca PAM | TAAR1 antagonist | GPR7 antagonist | CHO-K1 Ca ag | V1R ag counter | OXTR potentiate | CHO parental Ca | CHO-K1 Ca antag | OXTR ag
CCN(CC)C(=O)c1csc(Nc2ccc(C)cc2)n1 | -7.2 | -8.1 | -7.7 | -0.1 | -0.7 | -3.4 | -19.3 | 11.5 | -1.5
O=C1C(Cc2ccccc2)Nc2ncnc(N3CCN(c4ccccc4)CC3)c2N1Cc1ccc(Br)cc1 (stereo not drawn) | 5.6&5.0 | -3.0 | . | -0.6&0.1 | 1.0 | -3.2 | -25.0 | -11.3&5.7 | 0.8
Cc1ccc(NC(=O)CN2CCCCC2)c2c1CC(C)(C)O2 | 21.6 | 0.0 | -11.9 | 2.7 | -0.7 | -1.6 | -9.9 | -1.9 | -1.9
CCN(C1CCCCC1)S(=O)(=O)CCNC(=O)c1ccc2c(c1)OCO2 | -13.0 | -16.0 | . | 2.0 | 0.7 | -8.9 | -14.6 | 5.8 | 0.8
Cc1nccc(-c2cc(-c3ccc(Cl)cc3Cl)no2)n1 | 14.8 | -51.2 | -8.1 | 5.2 | 1.4 | -6.7 | -7.5 | -5.0 | -2.4
Nc1cccc2c(=O)[nH][nH]c(=O)c12 | 10.7 | 6.2 | . | -0.4 | . | . | . | 4.9 | .
OCCN(CCO)c1nc2ccccc2[nH]1 | -9.0 | -21.3 | 11.5 | 0.5 | 0.6 | 3.1 | -2.2 | 5.3 | 2.4
NC(=O)c1cc(S(=O)(=O)N2CCN(c3ccc([N+](=O)[O-])cc3)CC2)cs1 | 8.4 | -2.8 | -0.5 | 2.2 | 5.1 | -8.3 | 2.3 | 5.1 | 3.2
C=C(Br)CN1CCN(CC(=C)Br)CC1 | 17.4 | -24.9 | -10.2 | 0.1 | 0.8 | 7.2 | 4.3 | -10.3 | 2.9
C=CCn1c(SCC(=O)c2ccc(CNC(C)=O)o2)nc2scc(C3CC3)c2c1=O | -1.4 | 0.2 | -15.2 | 0.0 | 1.8 | -10.4 | -17.6 | 4.3 | -1.0
Cc1n[nH]c(C)c1N=Nc1cc(Cl)ccc1Cl | -9.9 | -6.8 | -2.9 | 0.7 | -0.1 | -15.3 | -6.6 | -24.7 | -0.1
CC1CCC(C(C)C)C(OC(=O)CSc2nc(N)cc(=O)[nH]2)C1 (stereo not drawn) | -8.3 | -6.5 | -0.9 | 3.3 | 0.8 | -4.0 | -20.6 | -4.2 | 1.9
COc1cc(-c2cc(NC(C)=O)c3ncc(-c4ccc(C(C)=O)cc4)n3c2)cc(OC)c1OC | -13.8 | 47.6 | . | 4.0 | . | . | . | 8.9 | .
COc1cc2c(C)nc(C)c(C#N)c2cc1OC | 8.3 | -1.5 | -5.0 | 0.1 | 0.6 | 1.6 | -1.1 | -3.7 | -0.6
COc1ccc(N2C(=O)NC3CC2(C)Oc2ccc(Br)cc23)cc1OC (stereo not drawn) | 13.3 | -5.1 | 1.1 | 1.1 | 2.3 | -11.9 | -10.0 | -5.4 | 0.0
COc1ccc(CNC(=O)COC(=O)CCc2nc3ccccc3c(=O)[nH]2)cc1 | -7.2 | 3.5 | -8.5 | 0.4 | -1.3 | -4.7 | -17.7 | -16.8 | 0.4
COC(=O)c1cc(Br)c(=O)n(CC(C)C)c1 | -2.1 | 6.0 | -0.2 | -0.8 | 1.3 | 1.9 | -1.2 | 3.6 | -2.4
CCC(=O)c1cn(CC(=O)Nc2ccccc2Cl)c2ccccc12 | -14.5 | 5.1 | 26.0* | -0.1 | 6.6 | -4.2 | -13.0 | -12.1 | 0.2
CC(C)(Oc1ccc(Cl)cc1)C(=O)N/N=C/c1cn[nH]c1-c1ccccc1 | -7.3 | 11.8 | 3.0 | 0.4 | -0.4 | -5.4 | -17.1 | -10.9 | -0.4
COc1cccc(CNC(=O)C2CCCN(c3nn4c(=O)cc(C)nc4s3)C2)c1 (stereo not drawn) | -3.3 | -25.5 | 5.4 | 0.0 | -0.1 | -4.2 | -20.5 | 5.0 | -0.3
COc1ccccc1OCCNC(=O)c1ccc(C(C)(C)C)cc1 | 26.7 | -11.1 | . | 3.9 | 1.8 | -2.8 | -28.3 | -8.3 | -2.4
CC(=O)Nc1ccc(C(=O)CSc2nnnn2C2CCCC2)cc1 | 8.2 | -2.7 | 2.9 | 0.6 | 2.3 | -1.0 | -4.0 | -13.2 | 0.7
O=C(CCCc1ccccc1)Nc1cccnc1 | -8.7 | -1.5 | 1.9 | 0.4 | 0.2 | -5.1 | -16.0 | 1.2 | 0.7
Cc1cccc(C(=O)OCC(=O)NC2CC2)c1O | 24.7 | 13.8 | . | 1.1 | 3.4 | -0.3 | -9.9 | -16.3 | 1.5
COc1ccc(-c2c(-c3ccccc3OC)oc3ccccc23)cc1F | 22.6 | 18.5 | . | 0.5 | 0.4 | -3.4 | -24.3 | -22.5 | -0.2
COc1ccc(N2CCN(C(=O)c3ccccc3N(C)S(=O)(=O)c3ccc(C)cc3)CC2)cc1 | -1.1 | -32.9 | -19.0 | 0.7 | . | . | . | -10.7 | .
CCOc1ccc(NC(=O)c2cn(CC(C)C)c(=O)c3c2c2ccccc2n3C)cc1 | 18.9 | -2.2 | 6.3 | 6.3 | 0.8 | -2.1 | -12.6 | -8.1 | -0.7
Cc1ccc(S(=O)(=O)c2nc(S(C)(=O)=O)sc2N2CCC(C(N)=O)CC2)cc1 | 1.7 | -8.5 | -3.2 | 0.7 | 0.6 | -2.3 | 0.2 | -6.0 | -0.1
CN1CCc2c(sc3c2c(=O)n(-c2ccccc2)c2nncn32)C1 | 3.5 | -6.4 | -12.1 | 0.4 | 1.0 | 0.8 | -16.2 | -4.3 | 1.6
N#C/C(=C(/O)c1ccco1)c1nc2ccccc2s1 | 14.9&3.5 | -1.9&5.1 | -0.4&-10.9 | 5.3&3.6 | 9.8&6.2 | -8.0&-5.1 | -27.4&-1.2 | -3.5&14.7 | 0.5&4.4
Cc1cccc(C(=O)N/N=C/C(C)Cc2ccc3c(c2)OCO3)c1 (stereo not drawn) | -9.3 | -8.0 | 15.9 | 0.1 | 0.8 | -5.2 | 1.1 | 23.3 | -1.1
Cc1ccc(C)n1CCN1CCN(C(=O)c2ccc(Cl)cc2)CC1 | 1.1 | 8.1 | -5.3 | 0.3 | -1.6 | -18.6 | -15.9 | -1.2 | -1.0
CN(c1ccccc1)S(=O)(=O)c1ccc(C(=O)Nc2nnc(C3CC3)s2)cc1 | 13.2 | 4.8 | -6.9 | 0.1 | 0.6 | -12.5 | -19.8 | -7.1 | -0.1
CCN(CC)c1ccc(NC(=O)c2ccco2)cc1 | 13.6 | 10.0 | -7.7 | 2.3 | -0.4 | -0.4 | -5.3 | -2.9 | -0.5
O=C(NCc1ccccc1)c1cccc(S(=O)(=O)N2CCOCC2)c1 | 1.6 | 12.8 | 21.2 | 0.1 | 0.8 | -1.6 | -8.0 | -7.1 | 1.5
O=C1C=C(c2cccc(OCc3ccccc3)c2)C[C@@H](c2ccc3c(c2)OCO3)C1 | -9.1 | 20.3 | . | -0.1 | 2.9 | -3.6 | -5.6 | 0.1 | 1.6
CC(=O)N/N=C(/c1ccccc1)C(O)c1ccccc1 (stereo not drawn) | 0.3 | -25.8 | -17.7 | 0.0 | . | . | . | -4.1 | .
O=C(/C=C/c1ccccc1)N1CCC(Cc2ccccc2)CC1 | 20.4 | -6.7 | 1.8 | 1.7 | 1.7 | -1.9 | -12.9 | -9.8 | -2.0
Cc1nc2c(-c3ccc(F)cc3)c(C)nn2c(C)c1CCC(=O)N1CCC(Cc2ccccc2)CC1 | 4.6 | -8.5 | -11.8 | 0.2 | -0.5 | -7.1 | -5.3 | 4.1 | -0.7
CCCCn1c(=O)[nH]c(=O)c2c1nc(-c1ccc(OCCC)c(OCC)c1)n2C | -11.7 | -8.1 | -7.4 | -0.1 | 0.1 | -7.3 | 12.7 | 4.1 | 0.9
